Screening data deposited in PubChem by several laboratories.
LYP phosphatase – inhibitors of LYP phosphatase, biochemical, fluorescence intensity, uHTS (AID 1779). recombinant LYP phosphatase, fluorescence intensity; higher % means a stronger effect. inhibition, % at 11.5 µM, or IC50 in µM where a hit was titrated. 290,000 tested, 0.054% active; in the data active = inhibition above about 50%;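 note: plate controls were vehicle with enzyme for no effect and no enzyme for full effect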
MgcRacGAP inhibition – MgcRacGAP GTPase-activating activity inhibitors, confirmation, biochemical, ADP Hunter fluorescence; MgcRacGAP-stimulated Rac1 GTP hydrolysis, ADP Hunter fluorescence; higher % means a stronger effect; GST-tagged Rac1 F28L mutant substrate; inhibition, % at 30 µM, or IC50 in µM where a hit was titrated; 340,000 tested, 0.6% active;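 active = first-screen hits whose inhibition reached a set limit at any dose in the follow-up dose series; inconclusive = inhibition above the set first-screen limit but never retested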;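 note: fluorescence reports GDP produced by GAP-driven GTP hydrolysis; strong numbers were not always called active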
RSV antiviral HEp-2 – RSV antiviral activity via CPE protection, HEp-2 cells, primary 10 µM value included (AID 2391). HEp-2 cells, RSV-induced CPE inhibition; higher % means a stronger effect. CPE inhibition, % at 10 µM, or IC50 in µM where a hit was titrated. 310,000 tested, 0.13% active; in the data active = a potency from the dose series; inconclusive = CPE inhibition mostly from about 23% at the one dose, without a potency; inactive = the rest, 99 in 100 with CPE inhibition below about 21%; note: strong numbers were not always called active
SV40 large T antigen – TAg ATPase/helicase activity blockers – biochemical (AID 1903); 310,000 tested, 0.39% active; SV40 large T antigen ATPase/helicase inhibition assay; higher % means a stronger effect; inhibition, % at 20 µM; hits with a dose series show IC50 in µM; in the data active = a potency from the dose series; inconclusive = inhibition mostly from about 32% at the one dose, without a potency; inactive = the rest, 99 in 100 with inhibition below about 32%; note: strong numbers were not always called active
Salmonella PhoP GFP – PhoP-dependent GFP reporter repression – Salmonella Typhimurium, primary screen (AID 1863); S. Typhimurium PhoP-regulated promoter GFP reporter, 4 h; higher % means a stronger effect; one-dose inhibition, % at 50 µM; IC50 in µM for titrated hits; 300,000 tested, 0.16% active;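 active = inhibition over 29.93%, a cutoff 3 SD above the screen mean, later confirmed by dose response; inconclusive = inhibition over 29.93% but no dose response follow-up; inactive = inhibition at most 29.93% or unconfirmed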;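 note: 0% = low Mg2+ inducing control and 100% = high Mg2+ repressing control; strong numbers were not always called active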
GPR35 arrestin U2OS – GPR35 antagonists blocking zaprinast-driven arrestin recruitment, primary screen, imaging, U2OS, beta-arrestin-GFP, zaprinast agonist (AID 2058); U2OS GPR35 beta-arrestin-GFP translocation imaging, zaprinast antagonism; higher % means a stronger effect; one-dose inhibition, % at 10 µM; IC50 in µM for titrated hits; 290,000 tested, 0.052% active;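 active = inhibition of at least 50% with at least 30 cells and total cytoplasm GFP at most 10,000,000; inconclusive = under 30 cells or total GFP of 10,000,000 plus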
West Nile virus CPE – inhibition of WNV-induced cytopathic effect – cell-based, CPE readout (AID 1621); 290,000 tested, 0.02% active; CPE inhibition, % at 10 µM, or IC50 in µM where a hit was titrated; West Nile virus-infected cells, CPE inhibition; higher % means a stronger effect; in the data active = a potency from the dose series; inconclusive = CPE inhibition mostly from about 3.7% at the one dose, without a potency; inactive = the rest, 99 in 100 with CPE inhibition below about 2.2%; note: strong numbers were not always called active
NS5 inhibitors – Dengue-2 NS5 methyltransferase inhibitors, primary screen, biochemical, confirmation dose response (AID 588689) | Dengue-2 NS5 methyltransferase capping enzyme assay, biochemical; higher % means a stronger effect | inhibition, % at 25 µM; hits with a dose series show IC50 in µM | 340,000 tested, 0.3% active; in the data active = a potency from the dose series; inconclusive = inhibition above about 29% without an active follow-up result
ER stress rescue – protection against thapsigargin-triggered cell killing – 384-well, CSM14.1, ATP luminescence, primary screen (AID 1222). CSM14.1 thapsigargin-induced death rescue, ATP luminescence; higher % means a stronger effect. 190,000 tested, under 10 active. cellular ATP content (survival), % at 20 µM; hits with a dose series show EC50 in µM;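 active = EC50 below 50 µM in the dose-response confirmation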;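 note: death triggered by thapsigargin at about 15 µM added after 2 h compound pretreatment; cell ATP read after overnight thapsigargin exposure of roughly 18 to 22 hours; normalized against plate controls of thapsigargin alone and 5% DMSO vehicle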
NS5 inhibitors pilot replicate – also measured in NS5 inhibitors; calls as there; inhibition, %; measured here: pilot screen replicate inhibition
* marks the source's active call; other numbers are inactive results; ? = inconclusive; · = not tested or not shown. The list is partial; rates above refer to the full screens.

SMILES | LYP phosphatase | MgcRacGAP inhibition | RSV antiviral HEp-2 | SV40 large T antigen | Salmonella PhoP GFP | GPR35 arrestin U2OS | West Nile virus CPE | NS5 inhibitors | ER stress rescue | others
N#CC1(c2ccccc2)CCN(C2CC(=O)N(c3ccc(F)cc3)C2=O)CC1 (stereo unspecified) | -4% | -1% | 1.7% | 7% | -2% | 5% | 0.0% | 4% | -1.7%
O=c1[nH]c2ccccc2c(=O)n1-c1ccc(Cl)cc1Cl | 0% | -7% | 1.1% | 6% | 10% | 16% | 0.5% | -1% | -1.1%
CCCCOc1ccc(C(C)=O)cc1Cc1c(O)[nH]c(=S)[nH]c1=O | -10% | 14% | 2.0% | 5% | 0% | -14% | -0.2% | -6% | ·
Nc1c(C(=O)NCc2ccco2)c2nc3ccccc3nc2n1CCN1CCCCC1 | -6% | 25% | 0.2% | 15% | -6% | -10% | -0.1% | -3% | -2.3%
Cc1ccc(N2C(=O)CC(=O)NC2=O)cc1 | -4% | 11% | -0.2% | 1% | -9% | -2% | -0.1% | -10% | 0.9%
CCOC(=O)C1=C(N)Oc2c(c(=O)oc3ccccc23)C12C(=O)N(C)c1ccccc12 (stereo unspecified) | -4% | 12% | 2.2% | 3% | 10% | 14% | -0.2% | -3% | 2.6%
CCC1(C(=O)c2ccc(C)cc2)C2c3ccccc3OC(=O)C21C(=O)O (stereo unspecified) | -7% | 2% | 0.9% | 7% | -8% | -1% | 0.3% | 10% | ·
COc1cc(CN2CCCC(C(=O)c3sccc3C)C2)cc(OC)c1O (stereo unspecified) | -6% | 1% | -1.1% | 26% | 9% | 19% | -0.9% | 5% | 0.8%
CCN(CC)C(=O)c1ccc(NC(=O)c2sccc2-c2ccccc2)cc1 | 5% | 7% | 4.5% | 17% | -4% | -4% | 0.7% | -6% | ·
O=C(CN1CCOCC1)c1ccc2cc[nH]c2c1 | -5% | 0% | 1.5% | 16% | -3% | -10% | 0.0% | 0% | ·
CC1=C(C(=O)Nc2ccccc2)SCCO1 | -7% | 4% | -0.8% | 10% | -2% | -8% | -0.8% | -5% | -0.4%
CCOC(=O)CNC(=S)N1CC2C[C@@H](C1)Cn1c2cccc1=O | -12% | 7% | 0.1% | 20% | · | -1% | -0.1% | -1% | ·
C1=C(c2ccccc2)CCNC1 | -2% | -13% | 0.9% | 11% | -9% | -2% | -0.5% | 5% | ·
CC(=NCCC1=CCCCC1)c1c(O)n(-c2ccccc2)c(=O)[nH]c1=O | -4% | · | 16% | 4% | -7% | 3% | -0.3% | · | ·
CCC(=O)C(CCN1CCOCC1)(c1ccccc1)c1ccccc1 | · | 5% | -0.9% | 13% | · | · | · | 3% | ·
CC(C)(C)NC(=O)NC(=O)CN1CC=C(c2ccccc2)CC1 | -4% | -32% | -0.9% | 9% | -6% | 2% | -0.1% | -12% | -1.5%
COCCCNC(=O)c1c(N)n(Cc2ccco2)c2nc3ccccc3nc12 | -3% | · | 7.5% | 24% | -3% | -8% | -0.3% | · | ·
c1ccc2c(CCNC3CCCCC3)c[nH]c2c1 | -11% | 20% | -2.2% | 12% | 2% | 7% | -0.4% | 2% | -2.2%
CC(Cc1ccccc1Sc1ccc(O)cc1)N(C)C (stereo unspecified) | 1% | ? | -2.5% | 72µM* | 11% | -13% | -0.2% | -2% | 1.0%
O=C(Cc1ccccc1)NC(Cc1ccc(Cl)cc1)C(=O)O (stereo unspecified) | -9% | 10% | 2.3% | 16% | -3% | -5% | 0.0% | 2% | ·
O=C(c1cc(-c2cccnc2)nc2ccccc12)N1CCC2(CC1)OCCO2 | -5% | 7% | 0.7% | 6% | -2% | -2% | 1.7% | -14% | 0.1%
O=C(CN1CC(c2ccccc2)CC1=O)Nc1ccc(F)cc1 (stereo unspecified) | -6% | 5% | -1.9% | -1% | -3% | -6% | -0.2% | 2% | -2.1%
N#Cc1ccc(N2CCNCC2)c(F)c1 | -7% | 14% | 1.0% | 4% | -7% | 4% | -0.1% | 1% | 0.9%
CP(=O)(O)CN1CCCCC1 | -3% | -30% | -1.4% | 7% | -6% | 11% | 0.3% | -12% | 2.7%
CN1CCN(c2ncnc3ccc(Br)cc23)CC1 | -7% | 8% | 2.3% | 5% | 11% | 16% | 0.6% | 4% | -0.6%

Remaining list, next part:
SMILES | LYP phosphatase | MgcRacGAP inhibition | RSV antiviral HEp-2 | SV40 large T antigen | Salmonella PhoP GFP | GPR35 arrestin U2OS | West Nile virus CPE | NS5 inhibitors | ER stress rescue | others
CN1C(=O)C(c2ccc([N+](=O)[O-])cc2[N+](=O)[O-])C(=O)N(C)C1=O | -3% | 8% | 1.1% | -6% | -6% | 0% | -0.5% | 1% | ·
O=c1[nH]c(=O)n(Cc2ccccc2)c(O)c1C=NCCN1CCNCC1 | -5% | 7% | 0.0% | 3% | 1% | 9% | -0.1% | 2% | ·
Cc1ccsc1C(=O)C1CCCN(Cc2cnc(N3CCCC3)s2)C1 (stereo unspecified) | -5% | 2% | -1.1% | 9% | 10% | 13% | -0.5% | -5% | 2.6%
CCOP(=O)(OCC)C(O)c1cccnc1 (stereo unspecified) | -10% | -5% | 0.2% | -1% | -6% | -8% | -0.1% | -4% | ·
COc1cc(O)cc2c1C(=O)OC(C)CCCC(=O)CCC/C=C\2 (stereo unspecified) | -9% | 3% | 2.7% | 4% | -4% | 11% | 2.0% | -1% | ·
O=C(Nc1cccc(OC(=O)N2CCCCC2)c1)N1CCOCC1 | -3% | -19% | 3.4% | 10% | -2% | 4% | -1.3% | -19% | -1.4%
Cn1ncc(Cl)c1C(=O)N1CCC2(CC1)OCCO2 | -8% | 6% | 1.1% | 20% | 2% | 4% | 0.1% | -4% | ·
O=c1c2ccccc2nc(-c2ccccc2)n1-c1ccncc1 | 1% | 1% | -0.8% | -1% | -9% | -4% | -0.4% | -7% | -0.5%
CCCC(=O)C1C(=O)NC(=O)NC1=O | -10% | 9% | 1.6% | -8% | -1% | 3% | -0.5% | -3% | -0.9%
COc1ccc(CN2C(=O)CC(=O)NC2=S)cc1 | -3% | 5% | 0.2% | 34% | -6% | 11% | 1.0% | -12% | -0.3%
COc1ccc(Cl)cc1NC1=NCC(C)S1 (stereo unspecified) | 0% | 10% | -0.4% | 2% | 7% | -13% | -0.4% | 1% | -1.5%
COc1ccccc1NC(=O)Oc1ccc(NC(=O)c2ccco2)cc1 | -10% | ? | 2.1% | 23µM* | 17% | -12% | 0.1% | -13% | 0.0%
CN1C(=O)NC(=O)C(C)(C2=CCCCC2)C1=O (stereo unspecified) | · | 9% | 2.1% | 10% | · | · | · | -1% | ·
CCC(C)C1(CC)C(=O)NC(=O)N=C1N (stereo unspecified) | -6% | 6% | 0.8% | -2% | -10% | 0% | -0.1% | -16% | -2.3%
FC(F)(F)c1ccccc1N1CC1c1ccncc1 (stereo unspecified) | -5% | -3% | 3.0% | 4% | -6% | 1% | -1.1% | -1% | ·
CC12CC[C@H]3[C@@H](CCC4(O)C[C@H](O)CCC34/C=N/NC(=O)c3ccc(O)cc3)C1(O)CCC2C1=CC(=O)OC1 (stereo partly specified) | 4% | 5% | 0.9% | 8% | -5% | 18% | 1.2% | -3% | ·
COc1ccc(N/N=C/c2c(O)n(-c3ccc(C)c(C)c3)c(=O)[nH]c2=O)cc1 | 5% | -12% | -0.7% | 26% | 2% | 1% | -1.8% | -15% | -3.9%
CCN1CCN(c2nc3c(c(=O)[nH]2)CCCC3)CC1 | -7% | 4% | -0.1% | 8% | -3% | 11% | -0.4% | -2% | 1.6%
Cc1cccc(-n2c(C)nc3ccc(Cl)cc3c2=O)c1 | -8% | 4% | 0.3% | 10% | -1% | -3% | -0.6% | -5% | ·
Cc1cccc(NC2=NCCCS2)c1C | -9% | 10% | -1.5% | -1% | 10% | -12% | -0.6% | -8% | -1.7%
COc1ccc(NC(=O)c2cc([N+](=O)[O-])ccc2N2CCNCC2)cc1 | -1% | 5% | -1.6% | -5% | 16% | 13% | -0.1% | -6% | -1.6%
O=P(Oc1ccccc1)(Oc1ccccc1)c1ccccc1 | 1% | -10% | 2.3% | 5% | 17% | 3% | -0.6% | -9% | ·
O=C(c1cc(C(=O)NCc2ccc(Cl)cc2)c(=O)n(Cc2ccc(Cl)cc2)c1)c1cc(F)ccc1O | 2% | 11% | 6.2% | 8% | -1% | -5% | -1.3% | -8% | -4.5%
OCC[N+]12CCC(CC1)C(C(O)(c1ccccc1)c1ccccc1)C2 (stereo unspecified) | -9% | 1% | 0.0% | 5% | -10% | 2% | 0.1% | 13% | ·
O=C(CCCCCn1c(=S)[nH]c2ccccc2c1=O)N1CCC2(CC1)OCCO2 | 5% | -9% | 7.7% | 1% | 0% | -10% | 0.0% | 11% | -0.3% | NS5 inhibitors pilot replicate=0.3

Continued.
SMILES | LYP phosphatase | MgcRacGAP inhibition | RSV antiviral HEp-2 | SV40 large T antigen | Salmonella PhoP GFP | GPR35 arrestin U2OS | West Nile virus CPE | NS5 inhibitors | ER stress rescue | others
Cc1cc(OC(C)C(=O)NCC2CCC(C(=O)O)CC2)c2c3c(c(=O)oc2c1)CCC3 (stereo unspecified) | -14% | 18% | 0.9% | 6% | -3% | 3% | -0.1% | 4% | ·
CC(=O)c1c(O)n(C2CCCCCC2)c(=O)[nH]c1=O | -6% | 7% | 1.4% | 11% | -13% | -7% | 0.5% | -14% | 2.5%
O=C(CN1CCCCC1)NCC(=O)Nc1ccc(Br)cc1C(=O)c1ccccc1 | -3% | 8% | -0.3% | 1% | -1% | 6% | -0.6% | -7% | -0.6%
O=C(C(=O)N1CCOCC1)c1cn(CCCOc2ccccc2)c2ccccc12 | -3% | -5% | 4.2% | 8% | -12% | 4% | -1.0% | -2% | -0.8%
O=S1(=O)N(CCN2CC=C(c3c[nH]c4cc(F)ccc34)CC2)c2cccc3c2N1CCC3 | · | 3% | 16% | 15% | -3% | · | · | -5% | ·
COc1cc(CC2(CCc3ccncc3)C(=O)NC(=O)NC2=O)cc(OC)c1OC | -4% | 3% | 1.5% | 7% | 3% | 6% | 0.6% | 4% | -0.4%
CN1C(=O)c2ccccc2NC(=O)C1Cc1ccccc1 (stereo unspecified) | -10% | 7% | 1.0% | 1% | 0% | -8% | 1.2% | -1% | -1.6%
COc1ccc(OCC#CCN2CCC(C)CC2)cc1 | -4% | 30% | 1.3% | -2% | -4% | -10% | -0.5% | -5% | -1.3%
CCC(C)n1c(C)cc(C(N)=O)c1C (stereo unspecified) | -7% | -1% | 0.5% | 9% | -3% | 0% | 0.7% | -8% | -1.7%
CCc1nnc(NS(=O)(=O)c2ccc(N=Cc3c(O)n(-c4ccccc4)c(=O)[nH]c3=O)cc2)s1 | 8% | 10% | -0.3% | 7% | 3% | -8% | 0.9% | -4% | -2.3%
